Compound activity from PubChem BioAssay.
PTAP TSG101 blk – blocks PTAP/TSG101 interaction to inhibit HIV-1 budding. Q99816. Fluorescence polarization, FITC-PTAP peptide / Tsg101 binding. Potency, µM (doses to about 115 µM), for inactives: top-dose activity change, negative = inhibition, hits mostly inhibitors. 340,000 tested, under 10 active; active = well fitted inhibition curve with a large enough effect in the main read-out, with a control signal flat, not every such curve was filed as active; inconclusive = small, poorly fitted or top-dose-only effect, or effect the other way, or a change in a side signal; inactive = no such curve, though single readings can be large or run the other way; also: potency is read from the fitted curve at half-maximal effect; % of control where 0% means no effect
Target sequence (Q99816 whole entry, looked up): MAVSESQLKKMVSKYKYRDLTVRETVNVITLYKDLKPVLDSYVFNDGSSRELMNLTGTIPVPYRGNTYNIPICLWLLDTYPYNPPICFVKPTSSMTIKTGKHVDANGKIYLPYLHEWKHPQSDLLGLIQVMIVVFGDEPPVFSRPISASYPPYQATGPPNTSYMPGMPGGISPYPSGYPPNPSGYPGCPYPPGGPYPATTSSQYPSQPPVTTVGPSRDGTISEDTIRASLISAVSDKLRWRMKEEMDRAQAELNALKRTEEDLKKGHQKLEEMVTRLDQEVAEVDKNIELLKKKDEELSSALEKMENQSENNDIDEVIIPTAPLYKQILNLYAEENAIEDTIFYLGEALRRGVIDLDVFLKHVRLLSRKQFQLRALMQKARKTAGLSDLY
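Steps: Tsg101 binding domain dispensed (10 uM final), compounds pinned in DMSO, FITC-labeled PTAP-motif peptide added (50 nM final); after 20 min binding at room temperature, polarization measured.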
uPA surface inh – inhibitors of cell surface uPA generation | Potency, µM (doses to about 38.3 µM), without a hit: at the top dose activity change, negative = inhibition, usual class: inhibitors | cell surface uPA generation assay, qHTS | actives 0.31% (n = 330,000) | AID 540303; active = well fitted inhibition curve with a large enough effect; inconclusive = small, poorly fitted or top-dose-only effect; inactive = no such curve, though single readings can be large or run the other way; tested in mouse RAW 264.7 cells; also: potency is read from the fitted curve at half-maximal effect; % is scaled to controls: 0 for no effect and ±100 for the full control effect; nearly all actives have a fitted effect of over 55% in size
TCR act – activates T cell receptor signaling; primary human leukocytes, anti-CD3, IL-2 HTRF, 48 h; Potency, µM (titrated, usually from 9.22 µM), inactives show at the highest dose activation of IL-2 secretion, actives largely listed as activators; 330,000 tested, under 10 active; AID 504894; also: % of control where 0% means no effect
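48 hr co-incubation of compounds, a-CD3 beads and primary human leukocytes; IL-2 quantified homogeneously by HTRF with anti-IL-2 K and d2 conjugates.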
Mito fusion act – inhibitors of mitochondrial division or activators of mitochondrial fusion; S. cerevisiae fusion-defective mutant growth rescue, CellTiterGlo 48 h; Potency, µM (top dose mostly 46.1 µM), without a hit: top-dose growth rescue (activation), hits mostly activators; actives 0.23% (n = 320,000); AID 485298;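 also: potency is read from the fitted curve at half-maximal effect; % of control where 0% means no effect; nearly all actives have a fitted effect of over 45% in size; temperature-sensitive fusion mutants such as fzo1-1 at 37 °C on non-fermentable ethanol glycerol medium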
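Yeast fusion mutant, YPEG (non-fermentable carbon), compound, 48 h at 37C non-permissive; CellTiterGlo added, 10 min RT, luminescence read. Rescued growth = division inhibition.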
An asterisk follows results filed as active; ? = inconclusive. Unless noted, calls follow the shape of the dose curve; as a rule, active = well fitted curve in the direction sought with a large enough effect; inconclusive = small, poorly fitted or top-dose-only effect, or another doubt; inactive = no such curve, though single readings can be large; an effect the other way counts as inactive or inconclusive.

Values run as follows: PTAP TSG101 blk | uPA surface inh | TCR act | Mito fusion act
Cc1oc(-c2ccc(Cl)cc2)nc1CS(=O)CC(=O)NCCCN(C)C1CCCCC1 (stereo not drawn)
    -4% | 3% | -1% | -6%
Cc1nnc(NC(=O)c2ccc(C)c(S(=O)(=O)N3CCOCC3)c2)s1
    -8% | -2% | 3% | 6%
CCc1oc(C(=O)O)cc1CN(CC)CC
    0% | 5% | -4% | 1%
Cc1n[nH]c(C)c1S(=O)(=O)N1CCN(c2ccccn2)CC1
    -7% | 8% | 0% | 0%
O=C(CSc1nc(-c2cccs2)cc(C(F)(F)F)n1)NCc1ccco1
    -11% | -8% | -11% | 5%
CCCCN(CC)CCCNC(=O)Cn1nc(Cc2cccnc2)c2ccccc2c1=O
    -3% | 4% | -3% | -3%
COC(=O)C1=CN(CC2CCCO2)C=C(C(=O)OC)C1c1cc(OC)c(OC)c(OC)c1 (stereo not drawn)
    -3% | -1% | 0% | 7%
CCOC(=O)Cc1nnc(Nc2cccc(C)c2)c2ccccc12
    -4% | 0% | -7% | 2%
COc1ccc(-c2nc3ccccc3n2Cc2ccc(C)cc2)cc1
    -2% | -2% | 6% | 5%
O=C(Cn1cc(C(=S)N2CCOCC2)c2ccccc21)N1CCOCC1
    1% | 12% | -9% | 0%

Compounds shown so far with two or more sulfur atoms:
Values run as follows: PTAP TSG101 blk | uPA surface inh | TCR act | Mito fusion act
Cc1nnc(NC(=O)c2ccc(C)c(S(=O)(=O)N3CCOCC3)c2)s1
    -8% | -2% | 3% | 6%
O=C(CSc1nc(-c2cccs2)cc(C(F)(F)F)n1)NCc1ccco1
    -11% | -8% | -11% | 5%

Four compounds picked at random from the list so far:
Values run as follows: PTAP TSG101 blk | uPA surface inh | TCR act | Mito fusion act
CCCCN(CC)CCCNC(=O)Cn1nc(Cc2cccnc2)c2ccccc2c1=O
    -3% | 4% | -3% | -3%
O=C(CSc1nc(-c2cccs2)cc(C(F)(F)F)n1)NCc1ccco1
    -11% | -8% | -11% | 5%
Cc1nnc(NC(=O)c2ccc(C)c(S(=O)(=O)N3CCOCC3)c2)s1
    -8% | -2% | 3% | 6%
CCOC(=O)Cc1nnc(Nc2cccc(C)c2)c2ccccc12
    -4% | 0% | -7% | 2%

Later entries.
Values run as follows: PTAP TSG101 blk | uPA surface inh | TCR act | Mito fusion act
C=C(C)COc1ccc(-c2[nH]ncc2Oc2ccccc2OC)c(O)c1
    -15% | 8% | 3% | 7%
Cn1c(SCc2nc3ccccc3[nH]2)nnc1-c1ccccn1
    -6% | 7% | 0% | 4%
O=C(NCc1ccc2c(c1)OCO2)c1nn2cccnc2c1Cl
    0% | -6% | 2% | -4%
CN1CCN(S(=O)(=O)c2ccc(NC(=O)C3CCCCC3)cc2)CC1
    -2% | -1% | 4% | -7%
COc1ccccc1N1CCN(C(=O)CCc2ccc(S(=O)(=O)NCC(C)C)cc2)CC1
    0% | 2% | 1% | 0%
CN(CC(O)COc1ccc(OCC(O)CN(C)C2CCCCC2)cc1)C1CCCCC1 (stereo not drawn)
    -1% | 17% | 3% | -8%
Cc1ccc(S(=O)(=O)Nc2ccccc2C(N)=O)cc1
    -1% | -2% | -3% | 5%
COc1ccccc1CNC(=O)c1ccc(OCc2c(C)noc2C)c(OC)c1
    -2% | -5% | -1% | 3%
Clc1ccc(CN(Cc2ccccc2)C(c2cccs2)c2nnnn2C2CCCC2)cc1 (stereo not drawn)
    -5% | 10% | 5% | -1%
CC(=O)c1nn(-c2cccc(Br)c2)cc1C(=O)c1ccc(Br)cc1
    -5% | -2% | -5% | 4%

Complete entries, looked up by structure. Order of screens: PTAP TSG101 blk, uPA surface inh, TCR act, Mito fusion act
`CN(CC(O)COc1ccc(OCC(O)CN(C)C2CCCCC2)cc1)C1CCCCC1` (stereo not drawn) across the screens: -1%, 17%, 3%, -8%
`O=C(NCc1ccc2c(c1)OCO2)c1nn2cccnc2c1Cl` across the screens: 0%, -6%, 2%, -4%

The list continues:
Values run as follows: PTAP TSG101 blk | uPA surface inh | TCR act | Mito fusion act
Fc1cc(F)c(F)c(SCCc2ccncc2)c1F
    -7% | -16% | 0% | -7%
O=C(CSc1nnc(-c2ccccn2)n1-c1ccccc1)Nc1ccc2c(c1)OCO2
    -2% | 15% | 1% | -5%
Cc1cc(F)ccc1S(=O)(=O)Nc1ccccc1C(=O)Nc1ccc2[nH]c(=O)[nH]c2c1
    -1% | 8% | 5% | 5%
CC(C)(C)n1nnnc1C(c1ccccn1)N(Cc1ccccc1)Cc1ccc(Cl)cc1 (stereo not drawn)
    -3% | -4% | 3% | 17%
COc1cc2c3c(c1)C1(C(=O)N3C(C)(C)C=C2C)C(C#N)=C(N)Oc2cc(O)ccc21 (stereo not drawn)
    -5% | -7% | -5% | 1%
COc1ccc(N/N=C2/CCCCC2=O)cc1
    -13% | -17% | -3% | -4%
Cc1nn(C(C)C(=O)NCC2CCCO2)c(=O)c2cc3occc3n12 (stereo not drawn)
    0% | 6% | 0% | 2%
O=C1CSC(c2ccc(Cl)cc2)N1C1CCCCC1 (stereo not drawn)
    0% | -2% | 5% | 27%
CCOC(=O)c1cnn(-c2ccccc2)c1NC(=O)c1ccccc1C
    0% | -5% | -5% | 12%
CN(c1ccccc1C(=O)Nc1ccc(S(=O)(=O)N2CCCCC2)cc1)S(C)(=O)=O
    -4% | -2% | 2% | 3%
COc1cc(/C=N/NC(N)=S)ccc1OCC(=O)Nc1ccc(C)c(C)c1
    3% | -1% | -4% | 9%
CN1CCN(S(=O)(=O)c2ccc(NC(=O)c3ccco3)cc2)CC1
    1% | -1% | 3% | -2%
Cc1ccc(SCCNC(=S)Nc2ccccc2)cc1
    -7% | 16% | -10% | -2%
O=C(C1CCN(S(=O)(=O)c2cccnc2)CC1)N1CCN(c2ccccc2Cl)CC1
    -1% | -5% | 6% | 3%
CC(=O)c1cccc(NS(=O)(=O)c2c(C)n[nH]c2C)c1
    -4% | 14% | 11% | 0%
Cc1c(C(=O)NCc2ccccc2)cnn1-c1ccccc1
    -10% | 2% | -3% | -4%
Cn1nc(C(F)(F)F)c(C#N)c1N1CCN(c2cccc(C(F)(F)F)c2)CC1
    -6% | 4% | -4% | -6%
COc1cccc(N=c2oc3ccc(OC)cc3cc2-c2nc3ccccc3[nH]2)c1
    -5% | -8% | -4% | -1%
Cn1cnc2cc(NS(=O)(=O)c3ccc(Br)cc3)ccc21
    -3% | 7% | 5% | 1%
Cc1cc(NC(=O)c2c(Cl)c(C)nn2C)no1
    0% | 0% | -7% | -3%
CCOC(=O)N1CCC(NC(=O)c2cnn3c2NC(c2ccco2)CC3C(F)(F)F)CC1 (stereo not drawn)
    2% | 0% | 5% | 0%
COc1c(F)c(F)c(C(=O)Nc2cccc(Cl)c2N2CCOCC2)c(F)c1F
    0% | 14% | -6% | 0%
Cc1ccc(CNC(=O)C2c3ccccc3C(=O)N(C)C2c2c[nH]c3ccccc23)o1 (stereo not drawn)
    -5% | -8% | -5% | -4%
O=C(c1ccc(N2CCNCC2)cc1)c1cccnc1
    -2% | -4% | -2% | -15%
Cc1cccc(OCc2nc(-c3ccccn3)n[nH]2)c1
    -5% | -11% | 3% | -5%
O=C(NCc1ccco1)C1CCCN(S(=O)(=O)c2cccc3nonc23)C1 (stereo not drawn)
    -3% | 3% | 5% | 0%
C=CCOc1c(OC)cc(Cl)cc1C1NC(=O)NC(C)=C1C(C)=O (stereo not drawn)
    -6% | -4% | -7% | 2%
Cc1nn(-c2nc3ccccc3n2Cc2ccccc2)c2c1C(=O)CC(C)(C)C2
    2% | -6% | -3% | ?
COc1ccc(OC)c(S(=O)(=O)N(C)CC(=O)Nc2ccc3c(c2)OCCO3)c1
    -1% | -1% | -1% | 0%
Cc1cc2c(cc1C)NC1(C(=O)Nc3ccccc31)C1=C(CC(C)(C)CC1=O)N2 (stereo not drawn)
    -1% | 3% | -7% | 0%
Clc1ccc(Oc2nc(N3CCOCC3)nc(N3CCOCC3)n2)cc1
    -1% | -1% | 2% | -4%
Cc1cc(=O)n2[nH]c(-c3ccccc3)cc2n1
    -3% | -2% | -19% | -1%
COC(=O)c1ccc(C)c(NC(=O)CN(c2ccc3c(c2)OCO3)S(C)(=O)=O)c1
    -1% | 0% | -4% | -1%
CC(C)C(=O)NC(=S)Nc1ccc(S(=O)(=O)N(C)Cc2ccccc2)cc1
    -3% | -9% | 6% | -5%
COc1cc(/C=N/N=C2\CC3CCC2(C)C3(C)C)ccc1O (stereo not drawn)
    -5% | 0% | -16% | -2%
Nc1nc(SCc2ccc3c(c2)OCCO3)n[nH]1
    -2% | -1% | -1% | 3%
Cc1onc(-c2c(Cl)cccc2Cl)c1C(=O)NCCCN1CCOCC1
    -3% | 4% | 7% | -2%
O=C(NCCc1ccccn1)c1cccc(S(=O)(=O)N2CCCCCC2)c1
    0% | 3% | -1% | 2%
CCOC(=O)C1CCN(C(=O)CN(c2ccc3c(c2)OCO3)S(C)(=O)=O)CC1
    1% | 1% | -4% | 2%
Cc1ccccc1N/C(=C(/C(Cl)=C(Cl)Cl)[N+](=O)[O-])n1nnc2ccccc21
    0% | -12% | -3% | -1%
CC(=O)N(C)c1ccc(OCC(O)CN(Cc2ccco2)S(=O)(=O)c2ccc(C)cc2)cc1 (stereo not drawn)
    4% | -4% | -2% | -4%
CCOC(=O)c1ccccc1NC(=O)Cn1cnc2c(oc3ccccc32)c1=O
    -6% | 3% | 0% | -9%
CCOC(=O)N1CCN(C(=O)c2ccc(C)c(S(=O)(=O)Nc3ccccc3)c2)CC1
    -4% | 3% | 0% | -6%
C1CCC2(CC1)OCC1(CO2)COC2(CCCCC2)OC1
    0% | 1% | -1% | 0%
Clc1ccc(Cn2ncc3c(N4CCCCC4)ncnc32)c(Cl)c1
    -6% | 5% | 2% | -2%
Cc1nc2cc(Cl)ccc2n1-c1ccccc1
    4% | 1% | -28% | -15%
CC(=O)Nc1ccc(S(=O)(=O)N(CC(=O)O)Cc2ccccc2)cc1
    -2% | 9% | 0% | 8%
CC1(C)CC(=O)C(N=Nc2ccc3ncsc3c2)=C(O)C1
    -3% | -1% | -1% | -25%
Cc1ccc(CO/N=C/C2=C(Cl)c3ccccc3CC2)cc1
    -3% | 0% | -12% | 1%
Cc1ccc(Sc2ccc(/C=N/O)cc2[N+](=O)[O-])cc1
    -21% | -1% | -9% | 23%

(continued)
Values run as follows: PTAP TSG101 blk | uPA surface inh | TCR act | Mito fusion act
CCOC(=O)c1cc(NC(=O)CSCCO)ccc1Cl
    0% | -4% | 5% | -4%
CC(C)CNC(=O)COC(=O)/C=C/c1ccccc1[N+](=O)[O-]
    -6% | 7% | 4% | -1%
O=C(Nc1ccc(Cl)cc1)c1ccncc1
    -7% | 0% | 1% | -4%
CCOc1cc(CNCCc2ccc(S(N)(=O)=O)cc2)ccc1OCC(=O)NC(C)(C)C
    0% | 0% | -1% | -1%
O=C(NCc1cccs1)c1nc2ncccn2n1
    -3% | 3% | -4% | -1%
Cc1ccc(Nc2nc(Oc3ccc(=O)[nH]n3)nc(N(C)C)n2)cc1
    0% | -7% | -7% | -1%

This is a subset, so the mix of outcomes need not match the whole.
